PfG6PD inh: PfG6PD enzyme inhibitors, primary screen, biochemical, fluorescence intensity, uHTS; PfGluPho enzyme, NADPH resazurin-diaphorase fluorescence; inhibition, % at 20 µM; 0.78% of 350,000 active;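 active = inhibition reaching at least a set limit at 20 µM in the primary screen, cut at about 59% in these data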;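 also: 0% = DMSO wells with substrate and 100% = DMSO wells lacking glucose-6-phosphate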
Apaf1 inhib: inhibitors of human Apaf-1 apoptosome, primary screen, biochemical, DEVD-Rh110 fluorescence, uHTS | Apoptotic protease-activating factor 1 (Homo sapiens), O14727 | reconstituted apoptosome caspase-3 activity | inhibition, % at 20 µM | 0.71% of 330,000 active | AID 489030, 2010; active = inhibition of at least 40% at 20 µM;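 also: plate controls were DMSO wells for no effect and DEVD-CHO caspase inhibitor wells for full effect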
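Assay system: Apoptosome proteins | Medium: pH 7.5 Hepes buffer with CHAPS, BSA, DTT | Also added: Cytochrome c and DEVD-Rh110 substrate | Times: 30 min plus 50 min, RT | Detection: Rhodamine 110 fluorescence at Ex 480/Em 540 nm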
SENP8 block-1: human SENP8 protease inhibitors, primary screen, biochemical, fluorescence, Nedd8 protein substrate, uHTS; Sentrin-specific protease 8 (Homo sapiens), Q96LD8; recombinant SENP8; inhibition, % at 20 µM; AID 602440, 2012; 0.64% of 360,000 active; in the data active = inhibition mostly above about 40%, no sharp cut-off; inactive = mostly below about 27%
Target sequence (Q96LD8 whole entry, looked up): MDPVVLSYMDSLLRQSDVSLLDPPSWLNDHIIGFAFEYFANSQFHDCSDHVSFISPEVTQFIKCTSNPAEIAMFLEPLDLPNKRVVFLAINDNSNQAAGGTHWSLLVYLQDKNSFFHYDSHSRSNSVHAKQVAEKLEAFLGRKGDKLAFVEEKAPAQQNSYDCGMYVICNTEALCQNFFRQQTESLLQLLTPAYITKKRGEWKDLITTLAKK
SENP6 block: SENP6 protease inhibitors, primary screen, biochemical, luminescence, uHTS | Sentrin-specific protease 6 (Homo sapiens), Q9GZR1 | Recombinant SENP6 catalytic domain, aminoluciferin luminescence | 1.8% of 330,000 active | inhibition, % at 10 µM;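 active = inhibition above about 50% at the single tested dose, limit read from the data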;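 also: plate controls were DMSO wells with enzyme for no effect and DMSO wells lacking enzyme for full effect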
Target sequence (Q9GZR1 628-1112 limits assumed): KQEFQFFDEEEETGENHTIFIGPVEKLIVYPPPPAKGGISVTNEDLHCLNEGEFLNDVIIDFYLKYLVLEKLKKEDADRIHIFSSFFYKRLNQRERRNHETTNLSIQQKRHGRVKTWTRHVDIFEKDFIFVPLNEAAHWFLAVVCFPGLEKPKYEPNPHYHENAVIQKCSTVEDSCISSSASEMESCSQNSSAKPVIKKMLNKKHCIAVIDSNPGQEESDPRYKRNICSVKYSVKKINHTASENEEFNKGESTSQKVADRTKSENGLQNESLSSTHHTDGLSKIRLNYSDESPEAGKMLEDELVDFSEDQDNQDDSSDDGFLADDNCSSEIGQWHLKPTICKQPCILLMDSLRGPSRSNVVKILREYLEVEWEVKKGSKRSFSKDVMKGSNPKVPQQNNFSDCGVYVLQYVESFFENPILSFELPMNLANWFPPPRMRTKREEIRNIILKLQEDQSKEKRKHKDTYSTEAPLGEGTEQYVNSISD
SENP8 block-2: SENP8 protease inhibitors, primary screen, biochemical, luminescence. AID 2540, 2010. purified SENP8, Z-RLRGG-aminoluciferin cleavage. inhibition, % at 10 µM. 1.2% of 330,000 active; in the data active = inhibition above about 50%
SENP7 block: SENP7 protease inhibitors, primary screen, biochemical, luminescence, uHTS. Sentrin-specific protease 7 (Homo sapiens), Q9BQF6. recombinant SENP7, Z-RLRGG-aminoluciferin luminescence, 40 min. inhibition, % at 5 µM. 1.5% of 330,000 active. AID 434973, 2010;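 active = inhibition above about 50% at the single test dose, limit read from the data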;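 also: plate controls were DMSO with enzyme for no effect and no enzyme buffer wells for full effect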
HKDC1 inhibitor: HKDC1 hexokinase inhibitors, primary screen, biochemical, fluorescence, uHTS; Q2TB90; 0.16% of 340,000 active; inhibition, % at 20 µM; recombinant HKDC1, G6PDH/diaphorase resazurin coupled fluorescence; AID 493160, 2011;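 active = inhibition above about 35% when tested at 20 µM, limit read from the data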;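 also: plate controls were DMSO wells with enzyme for no effect and DMSO wells lacking enzyme for full effect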
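Assay system – recombinant HKDC1 (HK5) hexokinase enzyme, produced in-house · Input – HKDC1 at 5 µg/mL · Reagent – glucose plus 1 mM ATP as hexokinase substrates · Timing – 90 min reaction incubation at room temperature, dark · Measured by – G6PDH/diaphorase-coupled fluorescence, 1 mM NADP, 100 µM resazurin, 525/613 nm · Benchmarks – DMSO-enzyme wells negative, buffer-substituted wells positive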
SENP1 inh: human SENP1 catalytic domain inhibitors, primary screen, biochemical, FRET, uHTS | Sentrin-specific protease 1 (Homo sapiens), Q9P0U3 | recombinant SENP1 catalytic domain, CyPet-SUMO1-YPet FRET cleavage | inhibition, % at 10 µM | 0.21% of 360,000 active | AID 624204, 2012;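 active = inhibition at least 30% at 10 µM, raw YFP signal under a set limit, fluorescence ratio 0.5 to 1.5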;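 also: 0% = enzyme with DMSO and 100% = no enzyme wells; some results filed as inactive read as strong as hits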
Target sequence (Q9P0U3 419-644 limits assumed): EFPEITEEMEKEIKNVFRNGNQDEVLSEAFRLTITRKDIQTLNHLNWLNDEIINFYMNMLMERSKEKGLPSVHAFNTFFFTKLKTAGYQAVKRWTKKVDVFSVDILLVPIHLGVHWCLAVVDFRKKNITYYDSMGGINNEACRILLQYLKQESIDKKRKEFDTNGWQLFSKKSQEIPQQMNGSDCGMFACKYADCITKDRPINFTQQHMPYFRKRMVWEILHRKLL
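material = recombinant human SENP1 catalytic domain, His6-tagged | quantity = 20 pM enzyme | reagent = 25 nM SUMO1 FRET substrate | compound dosing = 10 µM single point, 0.5% DMSO | timing = 50 min enzyme reaction, room temperature, light-protected | detection = FRET, CFP and YFP emission | control set = no-enzyme low, enzyme-DMSO high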
Active calls of the source: *.

Start of the data: the first 3 compounds, ahead of the listing:
`CC(CC(=O)O)NCC1COc2ccccc2O1` (configuration not stated) gave PfG6PD inh -2.1, Apaf1 inhib -3.8, SENP8 block-1 20.6, SENP6 block -27.5, SENP8 block-2 -3.1, SENP7 block -3.8, HKDC1 inhibitor -3.3 and SENP1 inh 1.0.
For COc1ccc(S(=O)(=O)N2CCCCC2)cc1NC(=O)CCNC(=O)c1ccccc1Cl the results were PfG6PD inh -16.8, Apaf1 inhib 3.5, SENP8 block-1 17.9, SENP6 block -0.1, SENP8 block-2 -2.2, SENP7 block 5.2, HKDC1 inhibitor -3.6 and SENP1 inh 1.5.
`Cc1oc(-c2ccccc2F)nc1CS(=O)CC(=O)NCc1ccccc1` (configuration not stated) gave PfG6PD inh 11.4, Apaf1 inhib -8.2, SENP8 block-1 -5.8, SENP6 block -8.5, SENP8 block-2 -11.8, SENP7 block 0.9, HKDC1 inhibitor -0.4 and SENP1 inh -0.6.

The whole of this part (from the top)
`CC(CC(=O)O)NCC1COc2ccccc2O1` (configuration not stated) gave PfG6PD inh -2.1, Apaf1 inhib -3.8, SENP8 block-1 20.6, SENP6 block -27.5, SENP8 block-2 -3.1, SENP7 block -3.8, HKDC1 inhibitor -3.3 and SENP1 inh 1.0.
For COc1ccc(S(=O)(=O)N2CCCCC2)cc1NC(=O)CCNC(=O)c1ccccc1Cl the results were PfG6PD inh -16.8, Apaf1 inhib 3.5, SENP8 block-1 17.9, SENP6 block -0.1, SENP8 block-2 -2.2, SENP7 block 5.2, HKDC1 inhibitor -3.6 and SENP1 inh 1.5.
`Cc1oc(-c2ccccc2F)nc1CS(=O)CC(=O)NCc1ccccc1` (configuration not stated) gave PfG6PD inh 11.4, Apaf1 inhib -8.2, SENP8 block-1 -5.8, SENP6 block -8.5, SENP8 block-2 -11.8, SENP7 block 0.9, HKDC1 inhibitor -0.4 and SENP1 inh -0.6.
CC(C)(C)NC(=O)c1ccc2c(c1)CCO2 was read as PfG6PD inh -9.9, Apaf1 inhib -16.4, SENP8 block-1 16.0, SENP6 block 2.8, SENP8 block-2 0.1, SENP7 block 0.1, HKDC1 inhibitor -2.2 and SENP1 inh 0.7.
CCC(=O)c1ccc(OCC(=O)Nc2ccc(N3CCOCC3)cc2N2CCOCC2)cc1 was read as PfG6PD inh -1.8, Apaf1 inhib 6.3, SENP8 block-1 -1.4, SENP6 block -4.8, SENP8 block-2 -3.1, SENP7 block 7.7, HKDC1 inhibitor -1.0 and SENP1 inh 0.6.
For O=C1NC[C@@H](Cc2ccc(O)cc2)N(CC2CCCCC2)C1=O the results were PfG6PD inh 3.2, Apaf1 inhib -3.5, SENP8 block-1 17.3, SENP6 block -8.5, SENP8 block-2 9.6, SENP7 block -5.2, HKDC1 inhibitor 0.5 and SENP1 inh 1.8.
`COC(=O)[C@@H]1C[C@@H]2CC[C@@H](O)C[C@@H]2N1Cc1ccc(N2CCN(C)CC2)cc1` gave PfG6PD inh 1.3, Apaf1 inhib 2.0, SENP8 block-1 1.2, SENP6 block -6.1, SENP8 block-2 -8.2, SENP7 block -6.7, HKDC1 inhibitor 4.5 and SENP1 inh -0.4.
`COc1cccc(-c2cc(C(F)(F)F)nc(N3CCCCC3)n2)c1` gave PfG6PD inh 20.4, Apaf1 inhib 10.3, SENP8 block-1 -140.5, SENP6 block -3.0, SENP8 block-2 -11.4, SENP7 block -11.1, HKDC1 inhibitor 2.1 and SENP1 inh -3.0.
Cc1oc2c(c1C(=O)Nc1cccc3ccccc13)CCCC2 was read as PfG6PD inh 2.9, Apaf1 inhib 2.7, SENP8 block-1 -0.1, SENP6 block -7.4, SENP8 block-2 -7.7, SENP7 block 1.9, HKDC1 inhibitor 6.4 and SENP1 inh 4.7.
`COC(C(=O)NC1CC1)c1ccccc1` (configuration not stated) gave PfG6PD inh 8.0, Apaf1 inhib -5.9, SENP8 block-1 19.0, SENP6 block -9.7, SENP8 block-2 -6.7, SENP7 block 0.1, HKDC1 inhibitor -7.3 and SENP1 inh 1.4.
Clc1ccc2oc(-c3cccnc3)nc2c1 was read as PfG6PD inh -13.7, Apaf1 inhib 3.1, SENP8 block-1 -22.0, SENP6 block 24.2, SENP8 block-2 -9.9, SENP7 block 6.0, HKDC1 inhibitor 1.0 and SENP1 inh 2.7.
For CN(Cc1ccccc1F)c1nc(-c2cccs2)nc2ccccc12 the results were PfG6PD inh -2.3, Apaf1 inhib 3.1, SENP8 block-1 -126.4, SENP6 block -3.6, SENP8 block-2 -5.7, SENP7 block 2.4, HKDC1 inhibitor -4.1 and SENP1 inh -5.5.
Screening O=C(NCc1cccnc1)C(=O)NCC1CCCO1 (configuration not stated) returned PfG6PD inh -9.8, Apaf1 inhib -0.3, SENP8 block-1 -4.6, SENP6 block -18.4, SENP8 block-2 -6.8, SENP7 block 1.1, HKDC1 inhibitor -6.4 and SENP1 inh -2.1.
Screening COc1ccc(-c2c(C)nn(-c3ccccc3)c2N)cc1 returned PfG6PD inh 0.1, Apaf1 inhib -9.5, SENP8 block-1 12.0, SENP6 block 5.6, SENP8 block-2 -1.2, SENP7 block -4.0, HKDC1 inhibitor -5.1 and SENP1 inh -1.2.
Screening O=C(CSc1nnc(-c2ccc(Cl)cc2)n1-c1ccc(Cl)cc1)N/N=C/c1ccccc1C(=O)O returned PfG6PD inh -25.9, Apaf1 inhib -0.6, SENP6 block -6.9, SENP8 block-2 -2.1, SENP7 block -4.7 and HKDC1 inhibitor 3.3.
COC(=O)c1cccc(Cn2c(Cl)c(/C=N/Nc3ccccc3C)sc2=O)c1 was read as PfG6PD inh 7.5, SENP8 block-1 6.3, HKDC1 inhibitor -17.7 and SENP1 inh -12.3.
Screening O=C(c1ccc(Br)o1)N1CCN(C23CC4CC(CC(C4)C2)C3)CC1 returned PfG6PD inh 15.2, Apaf1 inhib -3.1, SENP8 block-1 13.4, SENP6 block -6.6, SENP8 block-2 8.0, SENP7 block -9.3, HKDC1 inhibitor -5.3 and SENP1 inh -0.8.
O=C(CCc1ccccc1)Nc1ccccc1C(=O)NCc1ccco1 was read as PfG6PD inh 19.1, Apaf1 inhib 5.1, SENP8 block-1 -17.5, SENP6 block -4.1, SENP8 block-2 -0.6, SENP7 block -1.1, HKDC1 inhibitor -0.3 and SENP1 inh 2.6.
O=c1nc2ccccc2c2n1CC(CN1CCN(C(c3ccccc3)c3ccccc3)CC1)N2 (configuration not stated) was read as PfG6PD inh -3.5, Apaf1 inhib 8.5, SENP8 block-1 -22.1, SENP6 block -6.4, SENP8 block-2 3.7, SENP7 block 1.2, HKDC1 inhibitor -4.0 and SENP1 inh 0.2.
`C[C@H](NC(=O)c1ccco1)C(=O)Nc1ccc(S(=O)(=O)N2CCCC2)cc1` gave PfG6PD inh 11.4, Apaf1 inhib 1.7, SENP8 block-1 4.1, SENP6 block 3.3, SENP8 block-2 6.5, SENP7 block 8.5, HKDC1 inhibitor -1.0 and SENP1 inh 2.1.
For CC(=O)[C@@]12O[C@@H]1C[C@H]1[C@@H]3CC[C@H]4C[C@@H](O)CC[C@]4(C)[C@H]3CC[C@@]12C the results were PfG6PD inh -9.1, Apaf1 inhib 0.5, SENP8 block-1 12.2, SENP6 block -17.8, SENP8 block-2 -0.1, SENP7 block 8.0, HKDC1 inhibitor -0.2 and SENP1 inh 2.6.
For CC1Cn2c(nc(=O)c3c2NCN(CCc2ccccc2)C3)S1 (configuration not stated) the results were PfG6PD inh 6.5, Apaf1 inhib -2.4, SENP8 block-1 6.5, SENP6 block -8.3, SENP8 block-2 -3.9, SENP7 block -7.4, HKDC1 inhibitor -4.6 and SENP1 inh -8.6.
CCN(C(=O)Cn1c(=O)n(-c2cc(OC)c(OC)c(OC)c2)c(=O)c2ccccc21)c1cccc(C)c1 was read as PfG6PD inh 1.9, Apaf1 inhib -14.9, SENP8 block-1 6.4, SENP6 block -9.7, SENP8 block-2 -3.4, SENP7 block 10.2, HKDC1 inhibitor -7.2 and SENP1 inh 3.5.
`Cc1ccccc1NS(=O)(=O)c1ccc2c3c(cccc13)C(=O)N2C` gave PfG6PD inh 7.6, Apaf1 inhib 4.0, SENP8 block-1 -216.5, SENP6 block -4.6, SENP8 block-2 -6.1, SENP7 block 14.4, HKDC1 inhibitor 18.3 and SENP1 inh -58.4.
Screening O=C(Nc1cccc(Cl)c1)c1cc2c(=O)n3ccccc3nc2s1 returned PfG6PD inh -3.7, Apaf1 inhib -5.5, SENP8 block-1 -459.4, SENP6 block 10.3, SENP8 block-2 -2.8, SENP7 block -1.6, HKDC1 inhibitor 0.5 and SENP1 inh -41.9.
`Cc1ccccc1C(=O)c1cccn1CC(=O)NCCCc1ccccc1` gave PfG6PD inh -5.2, Apaf1 inhib 16.6, SENP8 block-1 17.5, SENP6 block -1.5, SENP8 block-2 -3.0, SENP7 block 9.2, HKDC1 inhibitor -4.7 and SENP1 inh -1.5.
`CN1CCN(c2ccc(S(=O)(=O)N3CCCCC3)cc2NC(=O)/C=C/c2ccc(Cl)c([N+](=O)[O-])c2)CC1` gave PfG6PD inh 15.9, Apaf1 inhib 51.2*, SENP8 block-1 15.1, SENP6 block 1.0, SENP8 block-2 3.8, SENP7 block -1.9, HKDC1 inhibitor -4.1 and SENP1 inh 3.1.
For Oc1ccc(-c2sc(Nc3ccccc3)n[n+]2-c2ccc(F)cc2)cc1 the results were PfG6PD inh 1.8, Apaf1 inhib -1.8, SENP8 block-1 -2.4, SENP6 block -1.6, SENP8 block-2 1.6, SENP7 block 0.1, HKDC1 inhibitor 0.7 and SENP1 inh -21.5.
Screening CC(C)N(C)C1=CC(=O)C(N(C)C(C)C)=CC1=O returned PfG6PD inh 67.2*, SENP8 block-1 30.5, HKDC1 inhibitor 3.9 and SENP1 inh -14.6.
Screening Cc1ccccc1C(=O)NCC(=O)OC(C)C(=O)NC(C)CCc1ccccc1 (configuration not stated) returned PfG6PD inh 7.3, Apaf1 inhib -2.2, SENP8 block-1 2.5, SENP6 block -6.9, SENP8 block-2 -5.8, SENP7 block 1.0, HKDC1 inhibitor -8.6 and SENP1 inh -0.1.
Screening COCCCNC(=O)c1ccccc1C(F)(F)F returned PfG6PD inh 8.0, Apaf1 inhib -12.7, SENP8 block-1 4.5, SENP6 block -29.1, SENP8 block-2 -7.9, SENP7 block 10.6, HKDC1 inhibitor -6.4 and SENP1 inh 3.3.
Screening CC(C1CC1)N(Cc1ccccc1)C(=O)NC(=O)c1ccc(F)cc1 (configuration not stated) returned PfG6PD inh -9.5, Apaf1 inhib 6.4, SENP8 block-1 12.6, SENP6 block 10.5, SENP8 block-2 -2.1, SENP7 block -8.6, HKDC1 inhibitor -4.5 and SENP1 inh 2.0.
Screening Nc1[nH]n(-c2ccccc2)c(=O)c1N=Nc1ccc2c(c1)OCCO2 returned PfG6PD inh 18.7, Apaf1 inhib 16.5, SENP8 block-1 36.4, SENP6 block 73.2*, SENP8 block-2 84.4*, SENP7 block 92.9*, HKDC1 inhibitor -2.5 and SENP1 inh 1.5.
